# a7 integrin act: activators of alpha7 integrin expression for muscular dystrophy; 350,000 compounds, 0.064% hits; alpha7betagal myoblasts, beta-gal FDG fluorescence, 48 h; Potency, µM (titrated, usually from 38.3 µM), inactives show at the highest dose activation, hits mostly activators; active = well fitted activation curve with a large enough effect;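 also: 100% = response of the positive control SU9516; nearly all actives have a fitted effect of over 60% in size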
#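 Alpha7betagal+/- myoblasts (passage 13) were plated 16-24 hr, then exposed to compounds (1:260 dilution of DMSO stock) for 48 hours at 37C. After MPER lysis, β-galactosidase reporter activity was read as FDG fluorescence (ex 480/em 540) after 30 minutes.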
# An asterisk follows results filed as active; [ ] = remark or other dose. Potency is read from the fitted curve at half-maximal effect. This is a subset; count on the stated rates, not on these rows.
# The first four records as a preview:
a7 integrin act | structure
-45%[inhibitor] | CCOC(=O)c1csc(NC(=O)CCS(=O)(=O)c2ccc(Cl)cc2)n1
-55%[inhibitor] | CC(C)C1C(=O)N(Cc2cn(Cc3ccco3)nn2)CCS(=O)(=O)N1Cc1ccc(-c2ccc(Cl)c(Cl)c2)cc1 (stereo not drawn)
15% | COc1ccc(OCCn2c(C)nc3ccccc32)cc1
-3% | CC#CC(=O)N1CCC(n2nccc2NC(=O)CCc2ccccc2)CC1

# The list itself, from the start:
a7 integrin act | structure
-45%[inhibitor] | CCOC(=O)c1csc(NC(=O)CCS(=O)(=O)c2ccc(Cl)cc2)n1
-55%[inhibitor] | CC(C)C1C(=O)N(Cc2cn(Cc3ccco3)nn2)CCS(=O)(=O)N1Cc1ccc(-c2ccc(Cl)c(Cl)c2)cc1 (stereo not drawn)
15% | COc1ccc(OCCn2c(C)nc3ccccc32)cc1
-3% | CC#CC(=O)N1CCC(n2nccc2NC(=O)CCc2ccccc2)CC1
-16% | C[C@H]1CN([C@@H](C)CO)C(=O)CCCn2nncc2CO[C@@H]1CN(C)Cc1cccc2c1OCCCO2
5% | CCCC1NC(=O)c2cc3ccccc3cc2-n2c1nc1ccc(F)cc1c2=O (stereo not drawn)
8% | Cc1ccc(S(=O)(=O)N(CC(=O)NC2CC3CCC2C3)c2ccccc2)cc1 (stereo not drawn)
-3% | C[C@@H]1CN([C@H](C)CO)C(=O)c2cc(C#Cc3ccccc3F)cnc2O[C@@H]1CN(C)S(=O)(=O)c1ccccc1F
13% | C[C@H](CO)N1C[C@H](C)[C@H](CN(C)C(=O)c2ccccc2F)Oc2ncc(Br)cc2C1=O
22% | CC1=C(C(=O)N(C)C)CC(CC(=O)NCCN2CCOCC2)C(=O)N1Cc1ccc(C(C)(C)C)cc1 (stereo not drawn)
-14% | CCn1cc(/C=C(\NC(=O)c2ccccc2)C(=O)NCCCn2ccnc2)c2ccccc21
-3% | COc1ccc([C@H]2N[C@]3(CCCN(Cc4ccc(Br)cc4)C3=O)[C@H]3C(=O)N(Cc4ccccc4)C(=O)[C@@H]23)cc1

a7 integrin act | structure
11% | O=C(C[C@H]1C[C@H]2c3cc(NC(=O)CC4CC4)ccc3O[C@H]2[C@H](CO)O1)NCc1ccccc1F
12% | O=C(NC(CC(=O)N1CCN(c2ccccc2)CC1)c1ccccc1)c1ccccc1 (stereo not drawn)
-47% | O=C1NC(Cc2ccc(O)cc2)c2nc3ccc(F)cc3c(=O)n2-c2cc3ccccc3cc21 (stereo not drawn)
22% | COC(=O)[C@H]1C[C@H](OC(=O)NC2CCCC2)[C@@]2(O)CN(S(=O)(=O)c3ccc(C)cc3)CC2[C@H]1C(=O)OC (stereo partly drawn)
22% | COc1cc2nnn(-c3ccncc3)c2cc1OC
-27% | CCn1cc(CN2CCCC(C(=O)Nc3cccc(-n4cccn4)c3)C2)cn1 (stereo not drawn)
-2% | Cc1ccn2c(Cc3ccccc3)c(-c3ccc(F)cc3)nc2c1
-21% | COc1cc(O)c(C=NN2C(=O)CSC2=S)c(OC)c1
-3% | O=C(OCn1nnc2ccccc2c1=O)c1ccc(F)c(S(=O)(=O)N2CCOCC2)c1
-3% | C[C@@H]1CCCCO[C@H](CN(C)C)[C@H](C)CN([C@@H](C)CO)C(=O)c2cc(NC(=O)Nc3ccc(C(F)(F)F)cc3)ccc2O1
17% | O[C@H]1C[C@H](c2ccccc2)N(Cc2cccs2)C[C@@H]1n1cc(C2CC2)nn1
19% | CC(C)CC1NC(=O)c2cc3ccccc3cc2-n2c1nc1ccc(F)cc1c2=O (stereo not drawn)

a7 integrin act | structure
4% | O=[N+]([O-])c1ccc2cn(C3OC(CO)C(O)C3O)nc2c1 (stereo not drawn)
-4% | C[C@@H]1CCCCO[C@H](CN(C)Cc2ccc(C(=O)O)cc2)[C@H](C)CN([C@@H](C)CO)C(=O)c2cc(NC(=O)Nc3ccc(C(F)(F)F)cc3)ccc2O1
9% | COc1ccc(CN(C)C[C@H]2OCCCC[C@@H](C)Oc3ccc(NS(C)(=O)=O)cc3C(=O)N([C@H](C)CO)C[C@@H]2C)cc1
-17% | CSc1ccc(CNC(=O)C2CCC(=O)N(CC3CCCCC3)C2)cc1 (stereo not drawn)
-60%[inhibitor] | O=C1NC(Cc2ccc(O)cc2)c2nc3cc(F)c(F)cc3c(=O)n2-c2cc3ccccc3cc21 (stereo not drawn)
-10% | Cc1cccc(C)c1NC(=O)CN1CCN(C(=O)c2cc(C3CC3)nn2-c2ccccc2)CC1
-2% | COc1ccccc1NC(=O)N(C)C[C@@H]1OCc2cnnn2CCCC(=O)N([C@@H](C)CO)C[C@@H]1C
-4% | O=[N+]([O-])c1cc2c(c([N+](=O)[O-])c1)Nc1ccccc1O2
8% | O=C(c1ccc(F)cc1)N1CCC(C(=O)N2CCCc3ccccc32)CC1
15% | O=C(Nc1ccc(Cl)cc1C(=O)c1ccccn1)c1ccccc1
11% | CC1C(=O)N(Cc2cn(CCC3OCCCO3)nn2)CCS(=O)(=O)N1Cc1ccc(-c2cccc(N(C)C)c2)cc1 (stereo not drawn)
-12% | CC1C(c2ccccc2)OCCN1C(=S)Nc1ccc(S(=O)(=O)N2CCCCC2)cc1 (stereo not drawn)

a7 integrin act | structure
22% | CC(=O)c1c(C)[nH]c(C(=O)Nc2ccc(N3CCCCCC3)cc2)c1C
-10% | CCCCCCCCCC1(CC(=O)OCC)SCCN1C(N)=O (stereo not drawn)
-16% | O=C(NC(=S)Nc1cccnc1)c1cccc(Cl)c1
14% | C=CCN1C(c2cccc(C(F)(F)F)c2)=CS/C1=C(\C#N)c1nnc(N2CCOCC2)n1-c1ccccc1
5% | CSc1nc(SCc2ccccc2)[nH]c(=O)n1
5% | CCN(CC)C(=O)C1=C(C)N(CCCOC)C(=O)C(CC(=O)NCCc2ccccn2)C1 (stereo not drawn)
-10% | CCCN(CC(=O)NC(=O)NCc1ccccc1)CC(=O)Nc1ccc(F)c(F)c1F
14% | COc1cccc(/C=C/C(=O)OCC(=O)Nc2ccc3c(c2)OCCO3)c1
12% | C[C@H]1CN([C@@H](C)CO)C(=O)CCCn2nncc2CO[C@@H]1CN(C)S(=O)(=O)c1ccc(Oc2ccccc2)nc1
-12% | CN(c1ccccc1)S(=O)(=O)c1ccc(C(=O)Nc2cccc(S(=O)(=O)N3CCOCC3)c2)cc1
-20% | COc1ccc(Br)cc1C1=CC(=O)C[C@H](c2ccc(F)cc2)C1
7% | COc1ccc(CN(C)C(=O)c2cccc(S(=O)(=O)NCc3ccccc3)c2)cc1F

a7 integrin act | structure
22% | CC(C)CC1NC(=O)c2cccnc2-n2c1nc1cc(F)ccc1c2=O (stereo not drawn)
-17% | CCN(CC)C(=O)C1=C(C)N(Cc2ccc(F)cc2)C(=O)C(CC(=O)NCC2CCCCC2)C1 (stereo not drawn)
-2% | O=C(c1cccs1)N1CCN(Cc2nc(-c3ccccc3)no2)CC1
-4% | COc1ccc(N2CSC(=S)N(c3ccc(OC)cc3)C2)cc1
7% | Cn1c(=O)c2c(-c3ccccc3)n(-c3ccccc3N)cc2n(C)c1=O
-62% | CC(=NNC(=S)Nc1ccccc1)c1ccccn1
11% | C[C@@H]1CN([C@H](C)CO)C(=O)c2cc(-c3ccc(F)cc3)cnc2O[C@H]1CN(C)C(=O)c1ccc(F)cc1
-2% | OCc1nc2ccccc2n1CCCc1ccccc1
13% | C[C@H]1CN([C@@H](C)CO)C(=O)CCCn2nncc2CO[C@@H]1CN(C)C(=O)c1ccncc1
2% | Cc1ccc(C(=O)OCC(=O)Nc2cccc(Br)c2)s1
-29% | Cc1cc(F)ccc1NC(=O)c1ccc(NS(=O)(=O)c2cccs2)cc1
24% | CCCCCCN1C[C@@H](O)[C@H](n2cc(COC(=O)c3ccccc3)nn2)C[C@@H]1c1ccc(C)cc1

a7 integrin act | structure
1% | Cc1cc(C(=O)CCC(=O)N(C)CC2COc3ccccc3O2)c(C)s1 (stereo not drawn)
-18% | COc1ccc2cc(C#CC3=CC(=O)C[C@H](c4ccc(F)cc4)C3)ccc2c1
8% | CC(C)CCn1nc(C(=O)OCC(=O)NC(C)c2ccccc2)c2ccccc2c1=O (stereo not drawn)
15% | CCN(Cc1ccncc1)C(=S)Nc1ccccc1C
-13% | O=C(Nc1ccc(S(=O)(=O)NC2=NCCCCC2)cc1)c1cccc(OC(F)F)c1
17% | O=C(Nc1ncccc1O)c1ccc(S(=O)(=O)NCc2ccco2)cc1
-6% | O=C(NCCc1ccccc1)c1c[nH]c2ccccc2c1=O
-59%[inhibitor] | Cc1ccccc1Oc1ccc2c(c1)[C@@H]1C[C@H](N(C)C(=S)Nc3ccc(F)cc3)[C@H]([C@H](C)O)C(=O)N1CC2
7% | CCOC(=O)c1c(C)[nH]c(C(=O)OCc2nc3ccsc3c(=O)[nH]2)c1C
7% | CC1=C(C(=O)N(C)C)CC(CC(=O)NCCCCc2ccccc2)C(=O)N1Cc1ccc(C(C)(C)C)cc1 (stereo not drawn)
22% | O[C@@H]1C[C@H](c2ccccc2)N(CC2CCCCC2)C[C@H]1n1cc(C2CC2)nn1
-14% | CCN(CC)C(=O)C1=C(C)N(CCCOC)C(=O)C(CC(=O)NCc2cccc3ccccc23)C1 (stereo not drawn)

a7 integrin act | structure
-5% | C[C@@H]1CN([C@@H](C)CO)C(=O)CCCn2nncc2CO[C@H]1CN(C)S(=O)(=O)c1ccccc1C#N
-9% | CCc1cccc(CC)c1N1C(=O)CC(Sc2ccccc2N)C1=O (stereo not drawn)
10% | NS(=O)(=O)c1ccc(CCNC(=O)CSc2nc3c(sc(=S)n3-c3ccccc3)c(=O)[nH]2)cc1
-18% | COc1cccc(S(=O)(=O)N(C)C[C@@H]2Oc3cc(C#CCN(C)C)ccc3S(=O)(=O)N([C@H](C)CO)C[C@@H]2C)c1
5% | Cc1nnc(Cc2ccccc2)c2n[nH]c(C)c12
-2% | O=C(NCCCN1CCOCC1)c1cc(S(=O)(=O)N2CCCCC2)ccc1Cl
-20% | CCOc1ccc(N=Cc2ccc(N(C)C)cc2)c(O)c1
6% | Cc1ccccc1CN(C)C[C@@H]1OCc2cnnn2CCCC(=O)N([C@@H](C)CO)C[C@H]1C
4% | O=C(COC(=O)c1ccc(F)cc1Cl)NC1CC1
20% | O=C(NCc1nnnn1-c1ccc(F)cc1)C(=O)c1c[nH]c2ccccc12
8% | C[C@@H](NC(=O)C[C@@H]1C[C@@H]2c3cc(NS(=O)(=O)c4ccc(F)cc4)ccc3O[C@@H]2[C@@H](CO)O1)c1ccccc1
29% | C[C@H]1CN([C@@H](C)CO)C(=O)CCCn2nncc2CO[C@H]1CN(C)C(=O)c1ccccc1

# Ordered by length of the SMILES (highest first): some entries from above
a7 integrin act | structure
8% | C[C@@H](NC(=O)C[C@@H]1C[C@@H]2c3cc(NS(=O)(=O)c4ccc(F)cc4)ccc3O[C@@H]2[C@@H](CO)O1)c1ccccc1
-18% | COc1cccc(S(=O)(=O)N(C)C[C@@H]2Oc3cc(C#CCN(C)C)ccc3S(=O)(=O)N([C@H](C)CO)C[C@@H]2C)c1
-2% | O=C(NCCCN1CCOCC1)c1cc(S(=O)(=O)N2CCCCC2)ccc1Cl
-9% | CCc1cccc(CC)c1N1C(=O)CC(Sc2ccccc2N)C1=O (stereo not drawn)
5% | Cc1nnc(Cc2ccccc2)c2n[nH]c(C)c12

# New compounds follow.
a7 integrin act | structure
-48% | O=C(OCc1ccccc1F)c1cc(S(=O)(=O)N2CCCCC2)ccc1N1CCOCC1
14% | COc1ccc(OC)c(NC(=O)c2cccc(NC(=O)c3ccco3)c2)c1
13% | COc1ccc(CCC(=O)Nc2ccc(S(=O)(=O)N3CCOCC3)cc2)cc1OC
-6% | COCc1c(C(=O)NCC(c2ccco2)N2CCCC2)oc2ccccc12 (stereo not drawn)
-12% | COc1ccc(S(=O)(=O)N(C)C[C@H]2OCCCC[C@H](C)Oc3ccc(NC(=O)Nc4ccc(F)cc4)cc3C(=O)N([C@H](C)CO)C[C@H]2C)cc1
20% | COc1ccc(-c2cc3nc(C)cc(N4CCN(C(=O)c5ccoc5)CC4)n3n2)cc1
8% | C[C@@H]1CN([C@@H](C)CO)C(=O)CCCn2nncc2CO[C@@H]1CN(C)C(=O)Nc1cccc(C(F)(F)F)c1
12% | O=C(Nc1c(F)c(F)c(F)c(F)c1F)c1ccc(Br)o1
12% | COc1cccc(-n2cc(CN(C)C(=O)C3CCC(=O)N(C4CC4)C3)cn2)c1 (stereo not drawn)
-2% | C[C@@H]1Cn2cnc(C(=O)Nc3cccc(Cl)c3)c2C(=O)N1
-38%[inhibitor] | Oc1ccccc1C=NNC(=S)NC1CC2C=CC1C2 (stereo not drawn)
9% | Cc1ccc([C@H]2C[C@H](O)[C@@H](n3cc(-c4ccc(F)cc4)nn3)CN2C(=O)c2cccs2)cc1

a7 integrin act | structure
-12% | COc1ccc(CN2C(=O)C(CC(=O)NCCc3ccccn3)CC(C(=O)N(C(C)C)C(C)C)=C2C)cc1 (stereo not drawn)
5% | Cc1nc(NC(=O)c2ccccc2)sc1-c1cc(C(=O)N2CCOCC2)nn1Cc1ccccc1
14% | CCOC(=O)C(C(=O)c1ccccc1)C(c1ccccc1)c1nccc2ccccc12 (stereo not drawn)
19% | C[C@H](CO)N1C[C@H](C)[C@H](CN(C)C(=O)c2ccc3ccn(C)c3c2)OCc2cnnn2CCCC1=O
-9% | CCN(CC)CCCNc1cc(C)c(C#N)c2nc3ccccc3n12

# Fetched by structure from above:
a7 integrin act | structure
-3% | C[C@@H]1CN([C@H](C)CO)C(=O)c2cc(C#Cc3ccccc3F)cnc2O[C@@H]1CN(C)S(=O)(=O)c1ccccc1F
-12% | COc1ccc(CN2C(=O)C(CC(=O)NCCc3ccccn3)CC(C(=O)N(C(C)C)C(C)C)=C2C)cc1 (stereo not drawn)
6% | Cc1ccccc1CN(C)C[C@@H]1OCc2cnnn2CCCC(=O)N([C@@H](C)CO)C[C@H]1C
-17% | CSc1ccc(CNC(=O)C2CCC(=O)N(CC3CCCCC3)C2)cc1 (stereo not drawn)
-4% | C[C@@H]1CCCCO[C@H](CN(C)Cc2ccc(C(=O)O)cc2)[C@H](C)CN([C@@H](C)CO)C(=O)c2cc(NC(=O)Nc3ccc(C(F)(F)F)cc3)ccc2O1
